High-throughput results: PubChem BioAssay, several laboratories
LYP inhibition: inhibitors of LYP phosphatase, biochemical, fluorescence intensity, uHTS (AID 1779) | recombinant LYP phosphatase, fluorescence intensity; higher % means a stronger effect | inhibition, % at 11.5 µM, or IC50 in µM where a hit was titrated | hit rate 0.054% among 290,000;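 also: plate controls were vehicle with enzyme for no effect and no enzyme for full effect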
XIAP displacement: XIAP antagonists, biochemical, IAP family, fluorescence polarization (AID 1018) | E3 ubiquitin-protein ligase XIAP (Homo sapiens) | XIAP BIR domain, fluorescence polarization peptide displacement; higher % means a stronger effect | displacement, % at 20 µM, or IC50 in µM where a hit was titrated | hit rate 0.007% among 200,000; in the data active = displacement above about 50%; also: a part of the inactive calls stands beside numbers as strong as those of hits
human PMI inhibition: inhibitors of human PMI, primary screen, biochemical, fluorescence intensity, coupled assay (AID 1209); hit rate 0.42% among 190,000; inhibition, % at 20 µM; hits with a dose series show IC50 in µM; purified PMI enzyme, coupled fluorescence intensity; higher % means a stronger effect;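 also: plate controls were DMSO vehicle for no effect and wells lacking substrate for full effect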
M17LAP inhibition: P. falciparum M17LAP inhibitors, primary screen, biochemical, fluorogenic H-Leu-NHMec substrate, 1536-well (AID 1619); Leucine aminopeptidase (Plasmodium falciparum (isolate 3D7)); recombinant M17LAP, H-Leu-NHMec fluorogenic kinetic assay; higher % means a stronger effect; inhibition, % at 30 µM, or IC50 in µM where a hit was titrated; hit rate 0.38% among 220,000;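 active = compound inhibiting the enzyme by more than half at any dose during confirmatory dose-response retesting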;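 also: plate controls were full reaction with DMSO carrier for no effect and no enzyme background for full effect; strong numbers were not always called active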
Dynein transport: inhibitors of GR-EGFP nuclear translocation, primary screen, dynein cargo transport inhibitor project, imaging, high-content, 3617.4 mouse cells. test concentration mostly 20 µM; stimulated with dexamethasone, 1 µM; stronger effect = lower value. z-score, hits read low. hit rate 0.47% among 220,000;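 active = plate z-score of nuclear minus cytoplasmic receptor signal below a set negative limit, without overly bright fluorescence or cell loss, cut at about -3.5 in these data, passing the limit was not always enough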;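 also: z-score of nuclear minus cytoplasmic ring GR-EGFP intensity difference per well; some compounds called inactive have numbers as strong as hits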
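Medium: Induction medium lacking tetracycline, stripped serum | Probe or stimulus: 1.0 µM final dexamethasone stimulus | Schedule: 48 h induction, then 1 h compound, then 30 min agonist, 37 °C | Signal: Automated 10x imaging of fixed Hoechst-stained cells | Evaluation: Per-cell GR-EGFP intensity, nucleus versus surrounding cytoplasmic ring, well-averaged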
human PMI inhibitors: human PMI inhibitors, high substrate, primary screen, biochemical, fluorescence intensity, high mannose 6-phosphate (AID 1220); recombinant PMI enzyme, coupled fluorescence intensity; higher % means a stronger effect; Mannose-6-phosphate isomerase (Homo sapiens); hit rate 0.66% among 190,000; inhibition, % at 20 µM, or IC50 in µM where a hit was titrated
Siah-1 displacement: Siah-1 peptide-binding antagonists, primary screen, biochemical, fluorescence polarization, rhodamine-plectin, uHTS (AID 1817) | E3 ubiquitin-protein ligase SIAH1 (Homo sapiens) | Siah-1 / rhodamine-plectin peptide fluorescence polarization; higher % means a stronger effect | displacement, % at 20 µM; hits with a dose series show IC50 in µM | hit rate 0.02% among 290,000;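 active = displacement of at least 50% at 20 µM, with a fluorescence ratio check between 0.3 and a set limit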;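 also: plate controls were Siah plus tracer with DMSO for no effect and tracer alone without Siah for full effect; strong numbers were not always called active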
AID2073: inhibitors of Mint1-CaV2.2 protein interaction, biochemical, HTRF (AID 2073); Voltage-dependent N-type calcium channel subunit alpha-1B (Homo sapiens); HTRF protein-protein interaction, Mint1-CaV2.2; higher % means a stronger effect; inhibition, % at 20 µM, or IC50 in µM where a hit was titrated; hit rate 0.19% among 290,000; in the data active = inhibition mostly above about 51%, no sharp cut-off; also: some results filed as inactive read as strong as hits
M1AAP inhibition: P. falciparum M1AAP inhibitors, biochemical, fluorogenic H-Leu-NHMec substrate, 1536-well (AID 1445) | Aminopeptidase N (Plasmodium falciparum (isolate 3D7)) | one-dose inhibition, % at 30 µM; IC50 in µM for titrated hits | recombinant M1AAP, H-Leu-NHMec fluorogenic kinetic assay; higher % means a stronger effect | hit rate 0.42% among 220,000;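 active = primary inhibition above the hit cutoff, then over 50% inhibition at one or more dose response concentrations, cut at about 23% in these data, passing the limit was not always enough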;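 also: plate controls were DMSO full reaction for no effect and no enzyme background for full effect; strong numbers were not always called active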
Dynein transport cytoplasmic EGFP: further read-out of Dynein transport, marked with its call; z-score; measured here: cytoplasmic GR-EGFP intensity; stronger effect = higher value
Dynein transport nuclear GR-EGFP: also measured in Dynein transport; calls as there; z-score; measured here: nuclear GR-EGFP intensity;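 lower value marks the stronger effect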
Dynein transport cell count: second read-out of Dynein transport, no call of its own (marks repeat the call); z-score; measured here: cell count per field
Starred values were filed as active, the others as inactive; · = no result given. Rule as the data show it, unless noted: active = inhibition above about 50%; inactive = the rest.

LYP inhibition	XIAP displacement	human PMI inhibition	M17LAP inhibition	Dynein transport	Dynein transport cytoplasmic EGFP	Dynein transport nuclear GR-EGFP	Dynein transport cell count	human PMI inhibitors	Molecule	Siah-1 displacement	AID2073	M1AAP inhibition
-1%	-10%	5%	3%	-0.36	-0.32	0.087	0.48	5%	COc1cc(-c2nn3c(-c4cccnc4)nnc3s2)cc(OC)c1OC	-2%	13%	5%
-13%	-5.9%	-1%	-11%	-0.56	-0.2	0.059	0.21	-10%	CCCC1C2CN(C(C)=O)CC=C2C(C#N)=C(N)C1(C#N)C#N (stereo unspecified)	-5%	15%	-2%
-9%	·	·	4%	-0.73	-0.22	0.44	0.73	·	Cc1ccc(NC(=O)N[C@H](C(=O)O)C(C)C)c(C)c1	1%	15%	-2%
-6%	-6.7%	5%	10%	0.11	-0.26	0.71	0.43	5%	Cc1ccc(-c2csc(=S)n2CC(=O)OCC(=O)NCc2ccc(F)cc2)cc1	-2%	-24%	5%
5%	-15%	-40%	-1%	-0.58	-0.23	0.064	0.22	-66%	COCCn1c(-c2ccco2)csc1=Nc1cccnc1	-3%	20%	5%
-5%	-2.6%	-2%	-6%	-1	-0.21	-0.62	1.6	3%	CCNC(=O)NC1(C(=O)Nc2ccc3c(c2)CCC3)CCCCC1	-3%	7%	1%
1%	-3.2%	5%	8%	-0.42	-0.18	0.039	0.27	3%	Cc1cc(C)cc(NC(=O)c2ccc(CNc3c(N4CCOCC4)c(=O)c3=O)cc2)c1	1%	-1%	14%
-1%	-5.7%	2%	1%	-0.4	0.046	-0.13	0.31	2%	O=C(NCCCc1ccccc1)C1CCN(c2nnc(-n3cccc3)s2)CC1	1%	-3%	6%
-5%	·	·	-6%	-0.9	-0.3	-0.62	0.86	·	CNC(=O)/C(C#N)=C1\SC(Cc2ccc(F)cc2)C(=O)N1c1ccccc1C (stereo unspecified)	11%	-9%	-2%
-6%	-6.8%	-26%	-3%	0.57	0.19	0.18	0.31	-22%	O=c1c2c3c(sc2nc2n1N=C(c1cccs1)CS2)CCCC3	-1%	-4%	5%
-4%	-2.7%	11%	1.9µM*	-0.61	-0.29	-0.78	0.49	22%	CCN(CC)c1ccc(NC(=O)CSc2ccsc2[N+](=O)[O-])c(C)c1	12%	-3%	1%
-6%	-7.4%	4%	-4%	0.5	-0.32	0.65	0.5	10%	COC(=O)N/N=C/C1=CCC2CC1C2(C)C (stereo unspecified)	-2%	-3%	-2%
-4%	-9.8%	-1%	-6%	-0.35	-0.18	0.021	0.44	-1%	O=C(O)CSCC(=O)Nc1ccc(C(F)(F)F)cc1	-7%	-4%	3%
-3%	0.5%	-2%	-1%	1.5	-0.13	0.98	-1.2	-1%	Cc1cc(NC(=O)CN2C(=O)CCSc3ccccc32)no1	6%	12%	-7%
-7%	-4.6%	-9%	5%	-0.16	-0.27	0.052	-0.19	-3%	NC(=S)NC1CCS(=O)(=O)C1 (stereo unspecified)	-2%	-4%	2%
-1%	-4.7%	17%	-3%	-0.55	-0.22	-0.04	0.31	45%	CC(C)CC(=O)Nc1ccc(Nc2ccccc2)cc1	-8%	-21%	3%
-3%	-2.3%	2%	-3%	-0.29	-0.2	-0.015	0.38	-4%	O=C(Cn1cnc2ccccc2c1=O)NC1CCCc2ccccc21 (stereo unspecified)	5%	9%	-2%
-7%	1.4%	-4%	11%	1.8	-0.075	1.1	-1.2	-15%	Cc1ccc(S(=O)(=O)NCCc2ccc(S(N)(=O)=O)cc2)cc1	-1%	-4%	7%
6%	-2.7%	-7%	9%	-0.55	-0.12	0.64	-0.44	-13%	O=C(NC(=S)N1CCN(c2ccccn2)CC1)c1ccccc1	-3%	-24%	3%
-3%	-6.2%	14%	8%	2	-0.29	1.1	0.19	36%	COc1cc2c(cc1OC)-c1c(OC)c(OC)cc3ccnc(c13)C2=O	5%	8%	-3%
-5%	-4.1%	2%	9%	-0.11	-0.27	-0.69	0.33	-7%	Cn1ccnc1SCC(=O)Nc1ccccc1	8%	-2%	9%
-7%	-2.7%	8%	-4%	0.19	-0.18	0.38	-0.93	6%	Cc1ccc(NC(=O)C(=O)NCC2CCN(C(=O)c3cccc([N+](=O)[O-])c3)CC2)cc1	6%	-5%	-1%
-6%	-4.1%	-7%	4%	0.65	-0.16	0.74	-0.67	-5%	Cn1c(=O)c2c(nc(Br)n2CC(=O)c2cccs2)n(C)c1=O	1%	-5%	5%
1%	-3.9%	5%	4%	-0.061	-0.1	0.16	-1.1	5%	O=C(O)C1C2C=CC3(CN(C/C=C/c4ccccc4)C(=O)C13)O2 (stereo unspecified)	4%	1%	2%
-3%	-3.7%	-9%	10%	-0.48	-0.073	-0.15	0.42	3%	CCN(CC)c1ccc(C2NC(=O)NC(C)=C2C(=O)Nc2ccccc2)cc1 (stereo unspecified)	-2%	4%	-1%
-6%	-6.5%	6%	-5%	0.19	-0.15	0.39	0.43	5%	Cc1cc(C)n(CC(=O)N/N=C/c2ccccn2)n1	-3%	18%	3%
-2%	-3.8%	-6%	3%	-0.067	-0.23	-0.11	0.069	-9%	CC(C)Cc1ccc(/C=C/C(=O)N2CCOCC2)cc1	2%	-2%	0%
-6%	-3.5%	-25%	18%	0.18	-0.19	0.22	-0.33	-8%	CC(=O)N1CCN(c2ncnc3sc(-c4ccccc4)cc23)CC1	0%	1%	4%
-5%	·	·	-2%	0.71	-0.7	0.49	-0.27	·	CC(C)c1cc(-c2cc(-c3ccc(Cl)cc3)on2)nc(NC2CCCC2)n1	-1%	7%	5%
-5%	·	·	-10%	-0.091	-0.24	-0.089	0.1	·	O=C(CSc1n[nH]c(=O)[nH]c1=O)N1CCCCCC1	8%	-17%	-5%

The closing three compounds of the section before are carried over, then new ones follow:
LYP inhibition	XIAP displacement	human PMI inhibition	M17LAP inhibition	Dynein transport	Dynein transport cytoplasmic EGFP	Dynein transport nuclear GR-EGFP	Dynein transport cell count	human PMI inhibitors	Molecule	Siah-1 displacement	AID2073	M1AAP inhibition
-6%	-3.5%	-25%	18%	0.18	-0.19	0.22	-0.33	-8%	CC(=O)N1CCN(c2ncnc3sc(-c4ccccc4)cc23)CC1	0%	1%	4%
-5%	·	·	-2%	0.71	-0.7	0.49	-0.27	·	CC(C)c1cc(-c2cc(-c3ccc(Cl)cc3)on2)nc(NC2CCCC2)n1	-1%	7%	5%
-5%	·	·	-10%	-0.091	-0.24	-0.089	0.1	·	O=C(CSc1n[nH]c(=O)[nH]c1=O)N1CCCCCC1	8%	-17%	-5%
-6%	38%	-2%	3%	0.97	-0.021	1.4	-0.64	43%	CC(C)N1CC2=C(OC(N)=C(C#N)C2c2cccnc2)/C(=C/c2cccnc2)C1 (stereo unspecified)	7%	-1%	3%
-1%	-2.3%	7%	-14%	-0.35	-0.16	-0.29	-1.7	4%	N#Cc1nc(-c2ccccc2F)oc1NCc1cccc2c1OCO2	1%	10%	7%
-1%	·	·	9%	1.6	-0.14	0.74	-0.31	·	CCOC(=O)/C(C#N)=C/Nc1ccccc1OC(F)(F)F	1%	-7%	5%
-9%	-0.2%	-9%	-8%	2.8	-2.6e-05	1.4	-2.2	-6%	CC1=C(C(=O)OCc2ccccc2)C(c2ccccn2)c2c(n(C)c(=O)n(C)c2=O)N1 (stereo unspecified)	-1%	5%	1%
-5%	0.6%	-4%	-1%	-0.6	-0.24	0.29	0.47	-5%	O=C(CCCCn1c(=O)[nH]c2ccccc2c1=O)N1CCN(c2ncccn2)CC1	6%	7%	-3%
3%	-9.5%	10%	10%	1.3	-0.22	0.31	-0.88	13%	CC(=O)c1c(C)[nH]c(C(=O)Nc2nc(-c3ccc(-c4ccccc4)cc3)cs2)c1C	-16%	44%	0%
-6%	·	·	7%	-0.28	-0.24	-0.46	0.51	·	COC(=O)C1=C2SCC(=O)N2C(N)=C(C#N)C1	3%	-62%	5%
-9%	-2.3%	4%	8%	0.34	-0.38	-0.024	0.42	2%	CCc1nnc(NC(=O)CCC(=O)N2CCN(CCOc3ccc(C)cc3)CC2)s1	37%	86%	1%
-3%	·	·	22%	1.6	0.64	0.76	0.048	·	CCOP(=O)(OCC)/C(C#N)=C/c1ccc([N+](=O)[O-])cc1	-1%	5%	9%
-7%	·	·	11%	0.065	-0.23	0.044	0.066	·	O=C(CC(Nc1ccc(Cl)cc1Cl)C(=O)O)c1ccccc1 (stereo unspecified)	7%	29%	19%
-11%	-7.3%	1%	11%	0.95	-0.2	0.41	-0.89	-6%	CCc1ccc(S(=O)(=O)NCCc2cn3ccc(C)cc3n2)s1	4%	-1%	10%
-8%	-4.4%	-6%	-5%	-0.81	-0.17	-0.48	0.95	-5%	Cc1nc2sc(-c3ccccc3)cc2c(=O)n1-n1cccc1	-4%	10%	-8%
0%	-3.6%	17%	-3%	-0.66	-0.18	-0.34	1.1	9%	Cc1sc(NC(=O)Cc2ccc3c(c2)OCO3)nc1-c1ccc2c(c1)CCN2C(=O)c1cccc(F)c1	0%	27%	4%
5%	-4.3%	9%	4%	1.4	-0.04	0.84	-0.61	4%	O=C(N1CCCC1)n1c(Cc2ccccc2)nc2ccccc21	-1%	-8%	3%
-10%	·	·	-2%	1.2	-0.21	0.37	-1.2	·	N#Cc1nnn(-c2cc(Cl)cc(Cl)c2)c1N	-1%	-3%	-2%
-5%	-8.8%	8%	10%	0.69	1.3	0.73	-0.47	8%	COC(=O)c1c(C)cc(OC(C)=O)c(C)c1OC(C)=O	-6%	4%	2%
-2%	-10%	-8%	5%	-0.33	-0.22	-0.32	0.7	-7%	CCc1nc(N2CCCC(C)C2)c2oc3ccccc3c2n1 (stereo unspecified)	0%	8%	6%
0%	-7.1%	20%	-2%	1.2	-0.24	0.83	-0.34	8%	Cc1ccccc1NS(=O)(=O)c1cc(C(=O)Nc2cccc([N+](=O)[O-])c2)ccc1C	7%	4%	0%
-5%	-0.3%	2%	-2%	0.88	-0.24	0.44	-0.53	-3%	Nn1c(SCC(=O)Nc2ccc(F)cc2)nnc1C1CCCCC1	2%	2%	3%
-8%	-6.9%	11%	-7%	-0.69	-0.31	-0.47	0.7	0%	Cc1cccc(NC(=S)NCCN2CCOCC2)c1C	-4%	-19%	-2%
